IL1B secr inh – blocks inflammasome-driven IL-1 beta release. actives 4.7% (n = 360,000). THP-1 LPS/ATP IL-1B secretion, AlphaLISA, 16 h; stronger effect = lower value. activity change, % at 57.5 µM. AID 743279; in the data active means activity change below about -50%; inconclusive means mostly about -30% to -49%; further: on the % scale 0 is the no-effect control and ±100 the full control effect
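Secreted IL-1B measured by AlphaLISA bead assay after 16 h compound exposure of THP-1 cells; compounds (final up to 57.5 uM) added 1 h before LPS (250 ng/mL) and ATP (1.25 mM) stimulation; lower signal means less secretion.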
HT1080 IDH1KD tx – toxicity to HT-1080 IDH1 knockdown cells (counter line). HT-1080 IDH1 knockdown viability, ATP luminescence, 48 h. Potency, µM (titrated, usually from 46.1 µM), inactives show at the highest dose activity, negative = toxicity, most hits filed as cytotoxic. actives 2% (n = 360,000);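 further: potency means the concentration at half of the fitted maximal effect; 0% = DMSO wells and -100% = cell-free medium wells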
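Luminescent ATP read-out (CellTiter-Glo, 10 min at room temperature) after 48 h compound exposure at 37 °C gave viability of IDH1-knockdown HT-1080 cells. Activity was normalised to DMSO and cell-free wells, then fitted as concentration-response curves.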
MCF10A rereplic – DNA re-replication induction in MCF 10a cells; MCF 10A DNA re-replication, Hoechst nuclear intensity, 48 h; Potency, µM (series often up to 46.1 µM), for the others: at the highest dose activity, positive = re-replication, most hits filed as activators; actives 2.9% (n = 350,000); further: potency means the concentration at half of the fitted maximal effect; % of control where 0% means no effect; nearly all actives have a fitted effect of over 50% in size
HepG2 tox – kills HepG2 cells in TGF-b inhibitor counter-screen; HepG2 CAGA-GFP viability, ATP luminescence, 18 h; Potency, µM (highest dose often 46.1 µM), for inactives: top-dose activity change, negative = cytotoxicity, hits mostly cytotoxic; actives 0.76% (n = 410,000); AID 588856; further: potency means the concentration at half of the fitted maximal effect; some results filed as inactive show a strong effect at the top dose
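HepG2 CAGA-GFP cells (1000/well, DMEM with 1% FBS) received compound, then TGF-beta at 500 pg/mL final, and were incubated 18 hours at 37 degrees C. Viability was read by CellTiter-Glo luminescence. Media-only wells were set as complete cell-killing and DMSO as no toxicity.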
S2 tox – reduces viability in counter-screen for ATXN expression inhibitors; S2 cells (HEK-293 line with an ATXN2-luciferase reporter) viability, CellTiter-Fluor protease fluorescence, 24 h; Potency, µM (highest dose often 56.7 µM), most hits filed as cytotoxic; actives 0.49% (n = 400,000); further: potency means the concentration at half of the fitted maximal effect; nearly all actives have a fitted effect of over 40% in size
HT1080NT lethal – kills 2HG-producing HT-1080-NT fibrosarcoma cells | HT-1080-NT fibrosarcoma viability, CellTiter-Glo ATP luminescence, 48 h | actives 1.6% (n = 360,000) | Potency, µM (series often up to 46.1 µM), for the others: at the top dose activity, negative = less viability, actives largely listed as cytotoxic;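 further: NT is the 2HG producing partner of a matched IDH1 knockdown line; potency means the concentration at half of the fitted maximal effect; 0% = DMSO-treated cells and -100% = media-only wells without cells; nearly all actives have a fitted effect of over 55% in size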
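750 cells/well, RPMI + 5% FBS; 2 h settle, compound pin-transfer, 48 h at 37 degrees C. CellTiter-Glo 10 min RT, luminescence. Normalized to DMSO and media-only wells.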
SW480 rereplic – DNA re-replication induction in SW480 cells; actives 1.8% (n = 340,000); SW480 DNA re-replication, Hoechst DNA content imaging, 48 h; Potency, µM (doses to about 46.1 µM), inactives show at the highest dose re-replication activation, hits mostly activators; AID 624297; further: potency means the concentration at half of the fitted maximal effect; % of control where 0% means no effect; nearly all actives have a fitted effect of over 55% in size
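Compounds, transferred as 23 nL by pin tool, were incubated with cells for 48 hr; DNA content per nucleus was then quantified by Hoechst staining and fluorescence plate imaging.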
KB-3-1 cytotox – kills parental KB-3-1 adenocarcinoma cells; KB-3-1 viability, CellTiter-Glo ATP luminescence, 72 h; Potency, µM (highest dose often 46.1 µM), inactives show at the top dose activity change, negative = cytotoxic, hits mostly cytotoxic; actives 1.4% (n = 400,000); AID 1347075; further: potency means the concentration at half of the fitted maximal effect; on the % scale 0 is the no-effect control and ±100 the full control effect; nearly all actives have a fitted effect of over 60% in size
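Here the drug-naive KB-3-1 line serves as comparator for MDR sub-line selectivity; cells received compound titrations, 72 h at 37 °C, then CellTiter-Glo readout.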
ATXN2 expr inh – reduces ATXN2 reporter expression in HEK-293 cells. HEK-293 ATXN2-luciferase reporter, luminescence, 24 h. Potency, µM (doses to about 57 µM), for inactives: top-dose activity change, negative = inhibition, most hits filed as inhibitors. actives 0.72% (n = 360,000); further: potency means the concentration at half of the fitted maximal effect; on the % scale 0 is the no-effect control and ±100 the full control effect; nearly all actives have a fitted effect of over 55% in size
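ATXN2-luciferase reporter cells (luciferase flanked by upstream and downstream ATXN2 gene portions) were treated 24 h at 37 °C with compounds at up to 57 uM. SteadyGlo luminescence gave expression; GF-AFC fluorescence gave viability.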
The depositor's hits bear a star; i = inactive; ? = inconclusive; nt = not tested or not shown; & = joins results of further samples; [ ] = another dose, or the depositor's remark. Unless noted, the call rests on the fitted dose curve; in most records, active means well fitted curve in the direction sought with a large enough effect; inconclusive means small, poorly fitted or top-dose-only effect, or another doubt; inactive means no such curve, though single readings can be large; an effect the other way counts as inactive or inconclusive.

SMILES	IL1B secr inh	HT1080 IDH1KD tx	MCF10A rereplic	HepG2 tox	S2 tox	HT1080NT lethal	SW480 rereplic	KB-3-1 cytotox	ATXN2 expr inh
CC1(C(=O)NS(=O)(=O)c2cccc(F)c2)CCN1C(=O)Cc1cccc2ccccc12 (stereo unspecified)	35	5%	nt	-4%	i	20%	nt	0%	11%
CC(C)C[C@@H]1Cc2[nH][nH]c(=O)c2[C@H](c2ccc(Cl)cc2)O1	33	-9%	nt	nt	i	2%	nt	7%	1%
Cc1ccc(-n2nc3c(=O)n(CC(=O)NC(C)CCc4ccccc4)nc(C)c3c2C)cc1 (stereo unspecified)	19	-15%	2%	-20%	i	-4%	0%	-24%	nt
Cc1cc(N2CCCC2)ccc1NC(=O)CN1C(=O)NC2(CCCCC2)C1=O	4	-2%	3%	-2%	i	-1%	0%	-5%	-3%
CCOc1ccc(-c2cc3c(=O)n(CC(=O)NCc4ccc(Cl)cc4)ccn3n2)cc1	nt	nt	nt	3%	i	nt	nt	7%	22%
COc1ccc(CN2CCN(Cc3ccc4cc(F)ccc4n3)CC2CCO)c(C)c1C (stereo unspecified)	?	18µM*	12%	-33%	i	?	2%	?	-27%
Cc1cccc(Nc2nnc(SCC(=O)NC3CCCc4ccccc43)s2)c1 (stereo unspecified)	-55*	?	?	-12%	i	-29%	-4%	?	-10%
O=C(c1ccc(Br)o1)N1CCN=C1SCc1cccc(F)c1	-8	-3%	16%	0%	i	-4%	13%	-5%	1%
C=CCNC(=O)c1ccc(Sc2ccccc2)c([N+](=O)[O-])c1	20	-1%	3%	-2%	i	-3%	-3%	-3%	1%
CCOC(=O)c1ccc(S(=O)(=O)N2CCN(S(=O)(=O)CC)CC2)cc1	10	2%	0%	4%	i	2%	-2%	-7%	-4%
COc1ccc(C(=O)N2CCN=C2SC)cc1OC	-2	5%	-2%	-11%	i	10%	-1%	-1%	-1%
Cc1ccc(S(=O)(=O)N[C@H](C(=O)OCC(=O)N2N=C(c3ccc(Cl)cc3)CC2c2ccco2)C(C)C)cc1 (stereo partly specified)	-18	-8%	?	-17%	i	-10%	11%	?	-2%
Cc1ccn2c(c1)nc(=O)c1cc(S(=O)(=O)N3CCCCC3)c(Cl)cc12	nt	nt	nt	-5%	i	nt	nt	24%	5%
Cc1ccc(C(=O)CNc2ccccc2C)cc1	-28	15%	1%	7%	i	13%	0%	21%	28%
COC(=O)c1sccc1NC(=S)N1CCN(c2ccc(F)cc2)CC1	8	-9%	?	6%	i	7%	26%	0%	-3%
CN(C)/C(=N\S(=O)(=O)c1ccccc1)c1ccc(Cl)cc1	?	5%	-3%	6%	i	1%	2%	-9%	3%
CCC(C)NC(=O)C1CCCN(C(=O)Nc2ccc(F)cc2)C1 (stereo unspecified)	35	3%	12%	-10%	?	5%	-13%	15%	-7%
Cc1cc(C(=O)CSc2nnc(-c3cccc(F)c3)n2N)c(C)n1Cc1ccc2c(c1)OCO2	?	-16%	5%	-49%	i	-4%	-3%	?	-30%
O=S1(=O)C=C(Sc2nnc(-c3ccccc3)o2)c2ccccc21	-102*	1.3µM*	?	14µM*	nt	2.8µM*	0.58µM*	15µM*	10µM*
CN(Cc1ccccc1)C(=O)Cn1cccc1C(=O)c1ccccc1	-21	1%	-3%	-15%	i	6%	-3%	2%	-5%
N=c1c(C(=O)NC2CCCC2)cc2c(=O)n3ccccc3nc2n1CCCN1CCOCC1	31	10%	?	11%	nt	13%	?	6%	3%
CCc1ccc(S(=O)(=O)N2CCN(c3ncccn3)CC2)cc1	?	10%	-10%	-1%	i	9%	-5%	-4%	3%
O=C(CCCc1nc2ccccc2s1)NNC(=O)CCN1CCN(Cc2ccccc2)CC1	41	-2%	?	2%	i	-2%	12%	3%	-11%
COCCCNC(=O)C[C@H]1C[C@H](C(=O)N2CCOCC2)[C@@]2(CCC3CCCC3)c3[nH]c4ccc(Cl)cc4c3CCN2C1=O	-2	10%	7%	0%	i	6%	1%	9%	21%
C#CCSc1nnc(-c2sc(-c3ccccc3)nc2C)n1C	-7	-2%	1%	6%	i	10%	-6%	6%	11%
CCOc1ccc(-c2cc3nc(C4CCN(C(=O)OC(C)(C)C)CC4)c(C(=O)Nc4cc(OC)ccc4OC)cn3n2)cc1	nt	nt	nt	-6%	i	nt	nt	-13%	6%
Cc1cc(C)n2cc(CSc3nnnn3-c3ccc(Cl)cc3)nc2n1	-3	-4%	-5%	-16%	i	-3%	11%	-34%	-8%
COc1ccc(NC(=O)CSc2nnc(-c3ccncc3)n2-c2ccccc2)cc1	nt	nt	nt	2%	i	nt	nt	0%	3%
CCCCC[C@@H](C)N1C[C@@H](COCc2ccccc2)Oc2cc(N3CC[C@@H](N(C)C)C3)ccc2S1(=O)=O	-89*	18µM*	nt	nt	28µM*	21µM*	nt	?	?
CCOC(=O)Cn1ccc(NC(=O)COc2ccc(F)cc2F)n1	11	-1%	4%	2%	i	3%	17%	2%	-3%
COc1ccc(/C=C(/C#N)c2nc(-c3ccc(-c4ccccc4)cc3)cs2)cc1	nt	nt	nt	0%	i	nt	nt	5%	-7%
Cc1oc2c(C)c3oc(=O)c(CCC(=O)NCCCn4ccnc4)c(C)c3cc2c1C	?	0%	-2%	-18%	i	-1%	-1%	0%	-9%
CCCCNC(=O)CSc1nc(CCC)nc2ccccc12	-14	-9%	-3%	-81%	i	-8%	-19%	5%	-14%
CC(C)CC1OC(C(C)C)Cc2[nH]c(=S)[nH]c(=O)c21 (stereo unspecified)	38	-6%	nt	nt	i	0%	nt	14%	5%
COc1ccc(-c2coc3c(C(=O)Nc4ccc(OC)nc4)cccc23)c(C)c1	-17	?	nt	-16%	?	?	nt	-4%	0%
Cc1cccc2sc(NC(=O)C3CSC4(C)CCC(=O)N34)nc12 (stereo unspecified)	23	-4%	?	-27%	i	-27%	?	-21%	-8%
COc1ccc(/C=C/CN2CCN(Cc3cccc(OC)c3)C(CCO)C2)cc1 (stereo unspecified)	-1	0%	3%	-13%	i	-6%	27%	-3%	-6%[11.3 µM]
CN(CC(=O)Nc1ccccc1Br)C(=O)c1cccc(S(=O)(=O)N2CCc3ccccc32)c1	-19	-19%	?	-10%	i	-5%	5%	-22%	6%
Cc1ccc(COC(=O)CN2C(=O)NC3(CCCCC3C)C2=O)cc1 (stereo unspecified)	-5	-7%	28%	12%	i	-5%	-464%[inhibitor]	-4%	0%
CC1Cc2ccccc2N1C(=O)c1nn(C)cc1Br (stereo unspecified)	0	-3%	2%	-13%	i	-2%	2%	-22%	6%
O=C(Nc1ccc(Cl)cc1)N1CCN(c2ncccn2)CC1	1	7%	-2%	-15%	i	7%	-17%	6%	4%
Cc1ccc(Oc2ccc(C(=O)NCc3ccncc3)cc2)cc1	-51*	?	2%	3%	i	?	2%	0%	?
C/C(=N/NC(=O)CNC(=O)C(c1ccccc1)c1ccccc1)c1ccco1	32	-4%	-1%	13%	i	-2%	-4%	-23%	10%
CC(C)CN(CCNC(=O)c1cn(C)c2ccc(S(=O)(=O)N3CCCC3)cc2c1=O)CC(C)C	10	12%	-3%	-3%&-41%	i	13%	-8%	2%&-7%	-3%
CN(C(=O)CN1C(=O)S/C(=C\c2ccc(F)cc2)C1=O)C1CCS(=O)(=O)C1 (stereo unspecified)	-16	-7%	10%	2%	i	23%	5%	3%	-4%
CN(CCc1ccccc1)C(=O)c1[nH]c(C(F)(F)F)nc1-c1ccccc1	19	-5%	nt	0%	i	17%	nt	0%	2%
Nc1c(C(=O)O)sc2nc(-c3ccccc3)cc(-c3ccc(Cl)cc3)c12	-5	-4%	?	-25%	i	0%	0%	23%	-22%
O=C(CN1CCOCC1)NC1CC2CCC1C2 (stereo unspecified)	8	12%	-3%	5%	i	10%	10%	-3%	0%
COCCCNC(=O)CCc1nnc(Cc2ccc(-c3ccccc3)cc2)o1	24	6%	0%	-1%	i	1%	-2%	9%	14%
C/C(=N\NC(=O)Cc1csc(N2CCOCC2)n1)c1ccccc1	-26	2%	5%	-21%	nt	4%	-8%	1%	nt
CC(C)CCN1CCN(Cc2coc3ccccc3c2=O)CC1CCO (stereo unspecified)	30	-6%	-3%	7%	i	-2%	-3%	9%	3%
COc1ccc(C(=O)Oc2coc(CSc3nnc(NC(=O)c4cccs4)s3)cc2=O)cc1	8	?	28%	-6%	i	?	-1%	-3%	-2%
O=C(CCn1ccc2cc(S(=O)(=O)N3CCCC3)ccc21)NCCc1ccccc1	17	1%	0%	-12%	i	-1%	-16%	0%	nt
Cc1csc(Cn2c(CN(C)C)nc3ccccc3c2=O)n1	-5	-1%	-4%	-7%	i	-4%	-9%	-2%	-1%
C=CCNc1nc2ccccc2nc1NS(=O)(=O)c1ccc(F)cc1	60	-3%	3%	-11%	nt	1%	-2%	-5%	nt
CCc1noc(C)c1C(=O)N(CCC(C)C)c1c(N)n(Cc2ccccc2)c(=O)[nH]c1=O	10	-1%	2%	-3%	i	5%	0%	?	5%
CC1CCN(c2c(NCc3ccc(C(=O)N(C)C4CCCCC4)cc3)c(=O)c2=O)CC1	?	10%	2%	7%	i	0%	0%	1%	4%

One compound at a time, as listed above:
`Cc1ccc(-n2nc3c(=O)n(CC(=O)NC(C)CCc4ccccc4)nc(C)c3c2C)cc1` (stereo unspecified) is listed as IL1B secr inh = 19; HT1080 IDH1KD tx = -15%; MCF10A rereplic = 2%; HepG2 tox = -20%; S2 tox = i; HT1080NT lethal = -4%; SW480 rereplic = 0%; KB-3-1 cytotox = -24%; ATXN2 expr inh = nt
`CC1Cc2ccccc2N1C(=O)c1nn(C)cc1Br` (stereo unspecified) is listed as IL1B secr inh = 0; HT1080 IDH1KD tx = -3%; MCF10A rereplic = 2%; HepG2 tox = -13%; S2 tox = i; HT1080NT lethal = -2%; SW480 rereplic = 2%; KB-3-1 cytotox = -22%; ATXN2 expr inh = 6%
